Assay outcomes: PubChem BioAssay, National Center for Advancing Translational Sciences (NCATS)
TRb SRC2 PPI: inhibitors of human thyroid hormone receptor beta-SRC2 interaction. P10828. TRbeta-SRC2 peptide binding, fluorescence polarization; receptor liganded with 1 µM T3. Potency, µM (titrated, usually from 106 µM), inactives show at the top dose activity change, negative = inhibition, usual class: inhibitors. 0.065% of 280,000 active;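 also: potency is read from the fitted curve at half-maximal effect; plate controls were bound peptide for no effect and peptide without receptor for full effect; nearly all actives have a fitted effect of over 50% in size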
Target sequence (P10828 whole entry, looked up): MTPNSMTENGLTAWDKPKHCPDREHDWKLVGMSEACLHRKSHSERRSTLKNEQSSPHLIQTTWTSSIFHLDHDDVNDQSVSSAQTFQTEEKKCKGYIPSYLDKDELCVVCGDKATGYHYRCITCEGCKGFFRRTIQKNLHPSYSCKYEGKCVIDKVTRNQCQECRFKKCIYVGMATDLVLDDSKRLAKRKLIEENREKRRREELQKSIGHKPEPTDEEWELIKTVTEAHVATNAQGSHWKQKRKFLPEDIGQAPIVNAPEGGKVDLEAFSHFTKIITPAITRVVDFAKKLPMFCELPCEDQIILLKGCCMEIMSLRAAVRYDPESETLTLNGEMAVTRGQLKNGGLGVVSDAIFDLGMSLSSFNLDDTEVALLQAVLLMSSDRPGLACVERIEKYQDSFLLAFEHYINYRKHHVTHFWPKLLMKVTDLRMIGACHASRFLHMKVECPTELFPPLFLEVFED
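Fluorescence polarization of 20 nM Texas Red SRC2 peptide with 0.6 uM human TRb ligand-binding domain, in Tris buffer with 1uM T3 and 5% DMSO. Incubated 5 hr ambient; normalized to unbound and bound controls.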
Tau FP inhib: inhibitors of human tau fibril formation; P10636; K18 P301L tau heparin fibrillization, Alexa594 FP, 6 h; Potency, µM (series often up to 57.7 µM), without a hit: top-dose activity, negative = inhibition, usual class: inhibitors; 0.39% of 280,000 active; AID 1468; also: potency is read from the fitted curve at half-maximal effect; % is scaled to controls: 0 for no effect and ±100 for the full control effect; nearly all actives have a fitted effect of over 55% in size
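Compound effects on tau fibrillization are measured by Alexa 594 fluorescence polarization (ex 555, em 632 nm). K18 P301L tau is used at 15 uM with 0.24 uM labeled tracer, and 20 uM heparin induces aggregation over 6 hr at 37 C.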
CBFb-RUNX1 inh: CBF-beta/RUNX1 interaction disruption; 230,000 tested, under 10 active; AlphaScreen CBFb-His/RUNX1-biotin binding, biochemical; Potency, µM (series often up to 59.8 µM), without a hit: at the highest dose activity, negative = inhibition, usual class: inhibitors; Q01196+Q13951; AID 1477; also: % of control where 0% means no effect
Target sequence (Q01196 whole entry, looked up): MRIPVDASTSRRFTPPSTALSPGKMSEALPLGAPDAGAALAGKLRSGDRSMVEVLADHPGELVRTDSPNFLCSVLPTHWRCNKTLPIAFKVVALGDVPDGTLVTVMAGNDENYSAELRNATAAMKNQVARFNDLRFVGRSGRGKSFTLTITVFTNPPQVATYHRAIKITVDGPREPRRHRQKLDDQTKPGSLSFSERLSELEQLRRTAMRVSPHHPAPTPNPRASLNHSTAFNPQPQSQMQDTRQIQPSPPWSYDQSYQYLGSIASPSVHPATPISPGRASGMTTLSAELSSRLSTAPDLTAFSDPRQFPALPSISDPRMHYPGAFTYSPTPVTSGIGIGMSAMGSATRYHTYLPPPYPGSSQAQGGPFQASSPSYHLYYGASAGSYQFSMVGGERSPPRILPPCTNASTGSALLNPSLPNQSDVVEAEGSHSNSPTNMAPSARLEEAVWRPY
Target sequence (Q13951 whole entry, looked up): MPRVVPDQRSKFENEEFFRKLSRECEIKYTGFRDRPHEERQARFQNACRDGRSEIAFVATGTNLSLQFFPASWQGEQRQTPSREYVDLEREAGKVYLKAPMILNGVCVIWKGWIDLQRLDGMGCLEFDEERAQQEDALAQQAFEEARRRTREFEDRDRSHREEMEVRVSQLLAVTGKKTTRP
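His-tagged CBF-beta and biotinylated RUNX1 (30 nM each) were premixed 20 min at room temperature, exposed to compound for 15 min, then given nickel-chelate and streptavidin AlphaScreen beads (50 ng each). After 90 min, AlphaScreen signal was read.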
Tau fluor counter: counter-screen for tau fibril formation inhibitors; tau K18 P301L Alexa594 fluorescence, heparin fibrillization; Potency, µM (titrated, usually from 57.7 µM), for the others: at the highest dose activity change, negative = decrease; 0.93% of 280,000 active; AID 1463; also: potency is read from the fitted curve at half-maximal effect; % is scaled to controls: 0 for no effect and ±100 for the full control effect; nearly all actives have a fitted effect of over 55% in size
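Human tau K18 P301L (15 uM unlabeled, 0.24 uM Alexa 594-labeled) in 100 mM sodium acetate pH 7 with 20 uM heparin, 6 hr at 37 C. ThT 30 uM added, 1 hr ambient; Alexa 594 FP and total fluorescence read at 555/632 nm.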
TexasRed fluor: alters Texas Red total fluorescence, flagging assay interference. TRb/SRC2 Texas Red total fluorescence interference. Potency, µM (series often up to 106 µM), inactives show at the highest dose fluorescence change, negative = quenching. 0.29% of 280,000 active. AID 1479; active = well fitted curve in either direction with a large enough effect; inconclusive = small, poorly fitted or top-dose-only effect; also: potency is read from the fitted curve at half-maximal effect; % is scaled to controls: 0 for no effect and ±100 for the full control effect
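Human TRβ ligand-binding domain (0.6 uM) and Texas Red SRC2 peptide (20 nM) in Tris buffer with 1 uM T3 and 5% DMSO were incubated with pinned compound for 5 hr at ambient temperature. Total fluorescence was computed as S + 2P (555/632 nm).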
NPSR antag: antagonists of human neuropeptide S receptor cAMP signaling | Q6W5P4 | CHO-NPSR cells, cAMP TR-FRET, antagonist mode | Potency, µM (titrated, usually from 38.3 µM), for the others: top-dose activity change, negative = inhibition, usual class: inhibitors | 1% of 220,000 active | AID 1461; also: potency is read from the fitted curve at half-maximal effect; % is scaled to controls: 0 for no effect and ±100 for the full control effect; nearly all actives have a fitted effect of over 50% in size; many of its hits are not listed in these tables
GLA spleen mod: inhibitors or activators of human alpha-galactosidase in spleen homogenate; P06280; human spleen homogenate, 4MU-alpha-Gal fluorescence, 40 min; Potency, µM (doses to about 80 µM), without a hit: top-dose activity change, negative = inhibition, most hits filed as inhibitors; 0.008% of 240,000 active;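 also: potency is read from the fitted curve at half-maximal effect; 0% = enzyme with vehicle and -100% = no enzyme basal signal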
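Human spleen homogenate (1 ug) as enzyme source, 4-methylumbelliferyl-alpha-D-galactopyranoside 1 mM final, citrate/phosphate pH 5.0 with 0.01% Tween-20. Compounds 40 min at 37C, NaOH/glycine stop; fluorescence Ex 365/Em 440, Hill-fit AC50.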
Epigenetic derep: epigenetic control regulation, reporter derepression; murine LDR cells, GFP reporter derepression, 30 h; Potency, µM (doses to about 53.9 µM), without a hit: at the highest dose GFP activation, hits mostly activators; 0.2% of 280,000 active; also: potency is read from the fitted curve at half-maximal effect; % of control where 0% means no effect; nearly all actives have a fitted effect of over 60% in size
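Murine LDR cells bearing a silenced CMV-driven GFP reporter were exposed to compound for 30 h at 37 C. After PBS washes, GFP-positive cells (20-120 um objects) counted by laser-scanning microplate cytometry.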
An asterisk follows results filed as active; ? = inconclusive; . = not tested or not shown; & = joins results of further samples; [ ] = remark or other dose. Unless noted, calls follow the shape of the dose curve; as a rule, active = well fitted curve in the direction sought with a large enough effect; inconclusive = small, poorly fitted or top-dose-only effect, or another doubt; inactive = no such curve, though single readings can be large; an effect the other way counts as inactive or inconclusive.

| SMILES | TRb SRC2 PPI | Tau FP inhib | CBFb-RUNX1 inh | Tau fluor counter | TexasRed fluor | NPSR antag | GLA spleen mod | Epigenetic derep |
| --- | --- | --- | --- | --- | --- | --- | --- | --- |
| CC(=O)OC1C2CCC1C(N1CCCC1)CC2 (configuration not stated) | -1.0% | -9.1% | 9.8% | -12.6% | 1.1% | 5.6%[46.1 µM] | -6.6% | -5.6% |
| CCN(CC)c1ccc(N=Cc2c(O)n(-c3ccccc3C)c(=O)[nH]c2=O)cc1 | -23.7% | 0.3% | -12.7% | -30.0% | -0.8% | -14.6%[46.1 µM] | -18.3% | -0.8% |
| O=C(Cn1cnc2ccccc2c1=O)NCC(=O)N1CCC2(CC1)OCCO2 | -4.5% | 5.9% | 3.2% | 2.7% | 1.5% | -0.6%[46.1 µM] | 25.1% | 0.0% |
| Cc1cc(C)cc(-n2c(/C=C/c3cccc(F)c3)nc3ccccc3c2=O)c1 | -10.6% | -8.8% | . | -4.4% | -2.1% | . | . | 3.8% |
| Cc1cc(C=C2C(=O)N(C)C(=S)N(C)C2=O)c(C)n1-c1ccncc1 | 15.9% | -8.2% | -19.7% | -25.8% | 11.1% | 43.7% | -3.8% | -3.2% |
| O=C(CCN1CCCCC1)NCC(=O)Nc1ccc(Br)cc1C(=O)c1ccccc1 | . | -2.9% | 5.0% | 2.3% | . | 5.9%[46.1 µM] | 0.3% | 4.4% |
| CCCCCC[C@H]1C(=O)O[C@H](C)[C@H](NC(=O)c2cccc(NC=O)c2O)C(=O)O[C@@H](C)[C@@H]1OC(=O)CC(C)C | 3.2%[201 µM] | 10.9% | -24.0%[21.7 µM] | ? | 1.4%[201 µM] | . | 7.8% | 1.1% |
| O=C(NC1CCCCC1)c1ccc(CSc2nc3ccncc3n2Cc2ccc(F)cc2)cc1 | 4.6% | 0.3% | . | ? | -14.3% | . | . | 1.4% |
| COc1ccc(-n2c(C)nc3cc(C(=O)N4CCC5(CC4)OCCO5)ccc32)cc1 | 1.6% | 3.3% | 2.8% | 5.1% | 2.8% | -8.4%[46.1 µM] | 0.4% | 1.8% |
| CCN(CC)c1ccc([N+](=O)[O-])c2cccnc12 | -8.8% | -6.1% | ? | -14.7% | -0.7% | -16.9% | -10.1% | 14.6% |
| CN(C)C(=O)Oc1ccc(-c2cn3cc(Cl)ccc3n2)cc1 | -3.2% | -8.0% | 4.1% | -3.9% | -5.6% | 0.2% | -0.7% | 1.1% |
| CCCCN1C2CCC1CC(OC(c1ccc(F)cc1)c1ccc(F)cc1)C2 (configuration not stated) | -2.3% | -6.4% | 0.2% | -3.4% | -2.4% | ? | 6.2% | -1.2% |

Brought forward from above: 2 entries, then new ones.
| SMILES | TRb SRC2 PPI | Tau FP inhib | CBFb-RUNX1 inh | Tau fluor counter | TexasRed fluor | NPSR antag | GLA spleen mod | Epigenetic derep |
| --- | --- | --- | --- | --- | --- | --- | --- | --- |
| CN(C)C(=O)Oc1ccc(-c2cn3cc(Cl)ccc3n2)cc1 | -3.2% | -8.0% | 4.1% | -3.9% | -5.6% | 0.2% | -0.7% | 1.1% |
| CCCCN1C2CCC1CC(OC(c1ccc(F)cc1)c1ccc(F)cc1)C2 (configuration not stated) | -2.3% | -6.4% | 0.2% | -3.4% | -2.4% | ? | 6.2% | -1.2% |
| CC(Cc1ccccc1)NC(N)=O (configuration not stated) | 0.2% | 0.8% | -3.4% | -14.3% | 3.5% | -1.8%[7.67 µM] | 7.1% | 4.1% |
| CC(C)c1nn2c(=O)cc(COC(=O)Cc3ccccc3)nc2s1 | -4.9% | -0.2% | . | -2.4% | -3.8% | . | . | 0.0% |
| CC(=O)CC(C)(C)n1c[n+](C)nn1 | 4.0% | 5.5% | 4.2% | -10.6% | -5.1% | -3.7%[46.1 µM] | -1.0% | -0.4% |
| COC(=O)C(O)(c1ccc(NC(=O)NC2CCCCC2)cc1)C(F)(F)F (configuration not stated) | 0.6% | 2.8% | 7.1% | -1.8% | 1.5% | 2.4% | 5.0% | -0.2% |
| O=C1NC(=O)C(=Cc2ccc(N3CCOCC3)o2)C(=O)N1 | -3.8% | -8.0% | -8.9% | 1.7% | 13.2% | -25.4% | -8.4% | 5.1% |
| NC(=O)c1ccc(OCC(O)CN2CC=C(c3ccc(F)cc3)CC2)cc1 (configuration not stated) | -1.9% | -1.8% | 0.6% | -4.7% | -29.2% | -4.2%[46.1 µM] | 7.4% | -2.3% |
| COc1ccc(O)c(C(C)(C)C)c1 | 0.5% | -2.3%&2.8% | 7.3%&-0.4% | -16.5%&1.1% | -1.5% | 4.5% | -5.0%&-1.7% | -0.6%&-1.5% |
| NC(=S)/N=C/c1c(O)[nH]c(=O)[nH]c1=O | -12.1% | ? | 9.2% | -10.8% | -1.3% | 5.4% | 4.2% | 0.6% |
| CN(C)c1cc(N)c2c(n1)CCC2 (tested in a mixture with another compound) | -9.1% | 2.0% | 2.4% | 1.8% | 0.5% | -3.9%[46.1 µM] | 13.1% | 0.0% |
| Clc1ccccc1CNC1CN2CCC1CC2 (configuration not stated) | 10.6% | 5.3% | -6.1% | 7.2% | 0.4% | 22.1% | -3.3% | 0.0% |
| CC(C)[C@]12O[C@H]1[C@@H]1O[C@]13[C@]1(O[C@H]1C[C@H]1C4=C(CC[C@@]13C)C(=O)OC4)[C@@H]2O | -4.3%&-0.8% | -3.4%&-4.5% | ? | -3.5%&-5.7% | -1.5%&0.1% | 8.0% | 3.0%&5.9% | 8.4%&0.0% |
| Cc1ccc(OCC(=O)N2CCN(Cc3ccc4c(c3)OCO4)CC2)cc1 | -4.9% | -5.5% | -4.0% | -10.0% | -0.3% | 2.5% | -3.2% | -2.5% |
| O=C1CC2OCC=C3CN4CCC56c7cc([N+](=O)[O-])ccc7N1C5C2C3CC46 (configuration not stated) | -3.6% | 0.0% | 5.4% | -3.4% | -8.6% | 7.6% | 6.9% | -0.2% |
| CCCCn1c(C)c(C(=O)O)c2cc(OC)ccc21 | 1.4% | 4.1% | -1.3% | 1.2% | 1.5% | -10.1%[46.1 µM] | 5.5% | 7.7% |
| COc1ccc2c(c1OC)CN1CCc3cc4c(cc3[C@H]1C2)OCO4 | -4.2%[53 µM] | . | -7.7%[21.7 µM] | . | -3.0%[53 µM] | . | -6.3%[29.1 µM] | -1.4%[16.9 µM] |
| CCCCn1c(=O)c(C(=O)Nc2nc3ccccc3[nH]2)c(O)c2ccccc21 | -2.6% | 2.5% | 4.4% | -4.6% | -2.0% | 3.4%[46.1 µM] | 5.3% | 5.0% |
| CC(=O)Nc1cc([As](=O)(O)O)ccc1O | 0.0%&0.2%&-4.0% | -5.5%&2.1%&3.7% | 1.9%&13.4%&2.9% | 4.2%&-4.7%&-0.1% | -0.9%&0.4%&0.2% | -50.3%&-25.6% | -11.0%&-3.3%&-13.7% | 3.8%&-0.5%&-1.3% |
| O=C1CC2OCC=C3CN4CC[C@@]56c7ccccc7N1C5C2C3CC46 (some centres not stated) | -1.3% | -0.1% | -0.3% | -5.2% | -1.0% | . | -20.3% | -1.3% |
| Cc1cc(C)nc(/N=C(\N)c2c(O)[nH]c(=O)[nH]c2=O)n1 | 3.4% | -7.9% | 10.7% | -5.3% | -4.1% | -6.9%[46.1 µM] | 3.0% | ? |
| Cn1cccc1CNCCc1ccccc1 | 1.2% | -0.3% | 0.8% | -3.1% | 1.9% | -1.3%[46.1 µM] | -3.0% | 0.9% |
| COC(=O)C(N)CCCN=C(N)N[N+](=O)[O-] (configuration not stated) | 4.8% | -2.0% | -7.5% | -7.4% | -1.3% | 3.2%[46.1 µM] | 11.7% | -1.2% |
| CC1=CC(=C2C(=O)NC(=O)NC2=O)C=C(C(F)(F)F)N1Cc1ccccc1 | -4.8% | -0.5% | -2.4% | 1.5% | -0.6% | 22.6% | -6.7% | -4.5% |
| O=C(CN1CCOCC1)NCC(=O)Nc1ccc(Br)cc1C(=O)c1ccccc1 | -1.7% | 5.9% | 2.1% | -5.0% | -0.2% | 3.4%[46.1 µM] | -1.3% | 0.9% |
| CC[C@@H]1CN2CC[C@@H]1C[C@H]2[C@H](O)c1ccnc2ccc(OC)cc12 | -4.6% | -10.7% | 1.6%[21.7 µM] | -4.7% | -1.2% | . | -7.0% | -2.7% |
| O=C1C2CC=CCC2C(=O)N1SC(Cl)(Cl)Cl (configuration not stated) | -6.7%[201 µM] | . | 2.5%&19.8%[21.7 µM] | . | 3.5%[201 µM] | . | -0.5%&1.5% | . |
| CCCCn1c(O)c(C(C)=NC(C)c2ccccc2)c(=O)[nH]c1=O (configuration not stated) | -1.4% | 0.8% | 3.3% | -15.2% | -0.1% | -17.0%[46.1 µM] | 3.3% | -1.9% |
| CC(=O)CC(c1ccccc1[N+](=O)[O-])c1c(O)c2ccccc2oc1=O (configuration not stated) | -6.5% | -4.1% | 5.7% | -13.2% | 0.0% | 24.9% | -5.0% | -1.0% |
| C=CCn1c(O)c(N=Nc2c(C)n(C)n(-c3ccccc3)c2=O)c(=O)[nH]c1=S | -6.3% | -2.5% | -10.4% | -14.9% | -3.0% | -18.4% | -2.5% | 4.6% |
| Cc1cc(C)c(-n2c(O)c(/C=N/NC(=O)c3ccncc3)c(=O)[nH]c2=O)c(C)c1 | -6.0% | 1.6% | -21.9% | -5.9% | 0.9% | 2.0% | 10.3% | 1.1% |
| CN1[C@@H]2CC[C@H]1CC(OC(=O)N1Cc3ccccc3NC1=O)C2 (some centres not stated) | -1.6% | 9.1% | -4.8% | -6.7% | -13.5% | . | -5.1% | 2.7% |
| CCOC(=O)C1C(=O)NC23CCCC2C1c1ccccc1O3 (configuration not stated) | -4.7% | -1.9% | -1.9% | -6.9% | -4.2% | 3.4%[46.1 µM] | 2.2% | -1.1% |
| C=C(C=O)CC1CC(O)[C@]2(C)OC3CC4OC5C[C@]6(C)O[C@]7(C)CCC8OC9C[C@]%10(C)OC%11C(C)=CC(=O)OC%11CC%10OC9C[C@@H](C)C8OC7CC6O[C@]5(C)CC5OC5C4OC3CC2O1 (some centres not stated) | 0.8% | ? | 3.4% | -14.4% | -0.2% | ? | 3.5% | -1.1% |

The list is partial; rates above refer to the full screens.
